# GLA spleen mod: alpha-galactosidase A (human) modulation | Potency, µM (doses to about 80 µM), inactives show at the top dose activity change, negative = inhibition, most hits filed as inhibitors | P06280 | AID 2107 | 0.008% of 240,000 active | human spleen homogenate, 4MU-alpha-Gal fluorescence, 40 min;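 further: potency means the concentration at half of the fitted maximal effect; 0% = enzyme with vehicle and -100% = no enzyme basal signal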
#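 Fluorogenic readout (Ex 365/Em 440 nm) of 4-methylumbelliferone released from 1 mM 4-MU-alpha-galactoside by spleen homogenate, 40 min at 37C, pH 5.0. Data normalized to no-enzyme and enzyme controls; Hill-equation AC50 from compound titrations.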
# Luc counter: blocks Kinase-Glo luciferase, a counter-screen artifact; Kinase-Glo luciferase, ATP luminescence, 8 min; Potency, µM (top dose mostly 38.3 µM), for inactives: at the highest dose activity change, negative = inhibition, most hits filed as inhibitors; 0.28% of 200,000 active; AID 1379; further: potency means the concentration at half of the fitted maximal effect; on the % scale 0 is the no-effect control and ±100 the full control effect; nearly all actives have a fitted effect of over 60% in size
#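 Kinase-Glo luciferase light output from ATP and luciferin was measured with 10 uM ATP, within the enzyme's linear range. Buffer: 50 mM imidazole pH 7.2, 50 mM KCl, 7 mM MgCl2, 0.01% Tween 20, 0.05% BSA; luminescence read after 8 min at ambient temperature.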
# IMPase Li inh: cell-permeable IMPase inhibitors with lithium potentiation. 0.35% of 210,000 active. CHO-M1 cells, IP1 TR-FRET (IP-One), carbachol + lithium. Potency, µM (highest dose often 59.4 µM), inactives show top-dose activity, negative = IMPase inhibition, usual class: inhibitors. AID 1457;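 further: IP1 builds up when IMPase is blocked and the TR-FRET signal falls; potency means the concentration at half of the fitted maximal effect; plate controls were basal vehicle for no effect and high inhibitor control for full effect; nearly all actives have a fitted effect of over 50% in size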
#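 Concentration–response in CHO-M1 cells, lithium-potentiated; 30 min at 37C. IP1 detected by competitive TR-FRET after 10 min lysis at RT. Hill-fitted AC50.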
# CBFb-RUNX1 inh: blocks binding between human CBF-beta and RUNX1; Potency, µM (titrated, usually from 59.8 µM), without a hit: top-dose activity, negative = inhibition, hits mostly inhibitors; 230,000 tested, under 10 active; Q01196+Q13951; AlphaScreen CBFb-His/RUNX1-biotin binding, biochemical; further: % of control where 0% means no effect
# Target sequence (Q01196 whole entry, looked up): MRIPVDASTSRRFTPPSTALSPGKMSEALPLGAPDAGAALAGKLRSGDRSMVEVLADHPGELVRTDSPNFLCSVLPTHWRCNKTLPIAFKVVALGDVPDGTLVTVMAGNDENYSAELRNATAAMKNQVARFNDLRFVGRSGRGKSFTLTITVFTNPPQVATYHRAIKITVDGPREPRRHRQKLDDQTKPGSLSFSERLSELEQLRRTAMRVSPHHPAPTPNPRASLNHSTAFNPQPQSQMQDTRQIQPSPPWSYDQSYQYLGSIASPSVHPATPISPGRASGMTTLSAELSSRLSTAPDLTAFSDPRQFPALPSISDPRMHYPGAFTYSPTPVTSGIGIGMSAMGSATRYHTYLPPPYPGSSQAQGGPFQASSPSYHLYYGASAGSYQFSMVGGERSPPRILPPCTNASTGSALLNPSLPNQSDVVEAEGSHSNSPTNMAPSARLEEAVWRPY
# Target sequence (Q13951 whole entry, looked up): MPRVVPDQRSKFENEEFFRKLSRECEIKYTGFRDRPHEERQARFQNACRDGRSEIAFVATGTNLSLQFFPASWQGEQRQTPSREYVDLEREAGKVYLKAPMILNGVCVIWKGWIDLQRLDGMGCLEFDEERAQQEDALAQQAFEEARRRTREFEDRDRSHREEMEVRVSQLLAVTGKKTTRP
#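 Proteins preincubated together for 20 min at RT before compound addition; 15 min later, nickel and streptavidin beads were added and left 90 min prior to AlphaScreen measurement.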
# Epigenetic reg: epigenetic control regulation, reporter derepression. Potency, µM (highest dose often 53.9 µM), for inactives: at the highest dose GFP activation, most hits filed as activators. 0.2% of 280,000 active. murine LDR cells, GFP reporter derepression, 30 h. AID 1865; further: potency means the concentration at half of the fitted maximal effect; % of control where 0% means no effect; nearly all actives have a fitted effect of over 60% in size
#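 Murine LDR cells bearing a silenced CMV-driven GFP reporter were exposed to compound for 30 h at 37 C. After PBS washes, GFP-positive cells (20-120 um objects) counted by laser-scanning microplate cytometry.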
# Lamin A splicing: changes lamin A minigene splicing in HeLa cells | Potency, µM (highest dose often 46.1 µM), without a hit: at the highest dose ratio change, negative = inhibition, hits mostly inhibitors | HeLa LMNA splicing GFP/RFP minigene ratio, 48 h | 0.01% of 200,000 active; active means well fitted inhibition curve with a large enough effect in the signal ratio, with a control signal flat, not every such curve was filed as active; inconclusive means small, poorly fitted or top-dose-only effect, or effect the other way, or a change in a side signal; the % refers to the signal ratio; further: potency means the concentration at half of the fitted maximal effect; on the % scale 0 is the no-effect control and ±100 the full control effect
#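 Read-out is the ratio of GFP to DsRed2 object intensity, acquired by 488 nm laser-scanning cytometry on HeLa lamin A-EGFP minigene reporter cells. Compound incubation 48 hrs at 37 °C in Opti-MEM with 2% FBS; DMSO 0.5% final.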
# NPSR antagonist: blocks cAMP signaling of the human neuropeptide S receptor; Q6W5P4; CHO-NPSR cells, cAMP TR-FRET, antagonist mode; Potency, µM (titrated, usually from 38.3 µM), without a hit: at the top dose activity change, negative = inhibition, hits mostly inhibitors; 1% of 220,000 active; AID 1461; further: potency means the concentration at half of the fitted maximal effect; on the % scale 0 is the no-effect control and ±100 the full control effect; nearly all actives have a fitted effect of over 50% in size; many of its hits are not listed in these tables
# Target sequence (Q6W5P4 whole entry, looked up): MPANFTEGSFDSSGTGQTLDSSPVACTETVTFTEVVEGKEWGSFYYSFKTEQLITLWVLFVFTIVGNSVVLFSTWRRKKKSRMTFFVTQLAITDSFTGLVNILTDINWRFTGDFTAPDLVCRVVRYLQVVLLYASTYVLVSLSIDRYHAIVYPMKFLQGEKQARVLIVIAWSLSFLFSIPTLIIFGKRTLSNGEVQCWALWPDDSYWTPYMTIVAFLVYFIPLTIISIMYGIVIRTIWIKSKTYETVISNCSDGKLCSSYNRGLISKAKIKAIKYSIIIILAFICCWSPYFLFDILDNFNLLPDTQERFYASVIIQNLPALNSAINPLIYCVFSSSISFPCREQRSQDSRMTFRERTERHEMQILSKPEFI
# * hit, by the source's call; u = inconclusive; x = not tested or not shown; & = joins results of further samples; [ ] = another dose, or the depositor's remark. Unless noted, the call rests on the fitted dose curve; in most records, active means well fitted curve in the direction sought with a large enough effect; inconclusive means small, poorly fitted or top-dose-only effect, or another doubt; inactive means no such curve, though single readings can be large; an effect the other way counts as inactive or inconclusive. Not all compounds are listed, so the mix of outcomes need not match the whole.
structure	GLA spleen mod	Luc counter	IMPase Li inh	CBFb-RUNX1 inh	Epigenetic reg	Lamin A splicing	NPSR antagonist
CCCn1nc2ccccc2c1P(=O)(N1CCOCC1)N1CCOCC1	-1%	-1%	-4%[38.3 µM]	-2%	4.9%	0%	3%[7.67 µM]
CN1CCC(O)(c2ccc(Cl)cc2)C(C(=O)c2ccc(Cl)cc2)C1 (stereo not given)	-6%	1%	28%	3%	-0.6%[10.1 µM]	u	-6%
CCOC(=O)c1ncn2c1[C@H]1CCCN1C(=O)c1cc(OC)ccc1-2	-4%	-2%	14%	19%[21.7 µM]	-1.6%	x	x
C=CCn1c(O)c(C(=O)CCCCCC)c(=O)[nH]c1=O	-16%	-4%	-10%[38.3 µM]	6%	0.2%	u	-12%[46.1 µM]
O=C(Nc1cccc2ccccc12)c1nn(C23CC4CC(CC(C4)C2)C3)cc1Br	-3%	5%	11%[38.3 µM]	-7%	3.4%	-3%	-28%[46.1 µM]
CN1[C@H](CC(=O)c2ccccc2)CCC[C@H]1C[C@H](O)c1ccccc1	-8%	2%	28%	1%[21.7 µM]	1.1%	x	x
O=CC(Cl)P(=O)(N1CCCCC1)N1CCCCC1 (stereo not given)	-1%	x	x	1%	2.1%	u	0%[46.1 µM]
O=S1OCC2C(CO1)C1(Cl)C(Cl)=C(Cl)C2(Cl)C1(Cl)Cl (stereo not given)	5%&-7%	0%	6%&18%	u	0.4%	-9%	x
CCCN(CCC)CCc1c[nH]c2ccc(C(N)=O)cc12	u	-3%	9%&8%	u	-1.2%&0.8%	-8%	-4%[46.1 µM]
CC1CC(=O)O1 (stereo not given)	2%	x	-15%	1%[21.7 µM]	x	x	x
CCC(=O)c1cn(Cc2ccccc2C#N)c2ccccc12	12%	-2%	0%[38.3 µM]	0%	-0.9%	-2%	-11%[46.1 µM]
CCN(CC)c1ccc(CNCCc2ccccc2F)cc1	1%	-1%	23%	-12%	2.4%	u	-16%
Cc1c(C(c2ccc(Br)cc2)c2c(O)c3ccccc3oc2=O)c(=O)n(-c2ccccc2)n1C (stereo not given)	-3%	-1%	-5%	-4%	-1.1%&-3.8%	x	-27%
Cc1ccc(-n2c(O)c(/C=C/C=Nc3ccccc3)c(=O)[nH]c2=O)cc1	-14%	5%	-3%	21%	3.8%	3%	-3%
CCOc1ccccc1C1SCC(=O)Nc2c1c(=O)[nH]n2C(CC)CC (stereo not given)	7%	0%	1%[38.3 µM]	9%	-1.1%	3%	-12%[46.1 µM]
CC(=O)N(C1=NCCCS1)c1ccccc1Cl	-15%	3%	7%	-24%	2.1%	u	-11%
CCN1C[C@@]2(COC)[C@H]3[C@@H](OC)[C@H]4C1[C@@]3([C@H](OC)C[C@@H]2O)[C@H]1C[C@@]2(O)[C@@H](OC(=O)c3ccccc3)[C@@H]1[C@@]4(OC(C)=O)[C@H](O)[C@@H]2OC	6%[29.1 µM]	1%[17.1 µM]	20%	19%[21.7 µM]	3.7%[16.9 µM]	u	x
O=C(CCl)Nc1nccs1	10%	x	x	8%	6.7%	x	-27%
C=CCn1c(O)c(C(C)=NCCc2c[nH]c3ccccc23)c(=O)[nH]c1=O	24%	x	x	14%	-0.3%	x	8%
COc1ccc2[nH]c(C)c(CCNCc3cc(OC)c(OC)c(OC)c3)c2c1	-1%	-2%	13%	-23%	-2.7%	-33%[46 µM]	4%
O=c1c2ccccc2nc(-c2ccco2)n1-c1ccccc1	5%	-4%	1%	-2%	-0.8%	-19%	-7%[46.1 µM]
O=c1[nH]c(=S)n(C2CC2)c(O)c1C=NCCc1ccccc1	7%	x	x	3%	-1.6%	x	18%
FC(F)(F)c1ccccc1CN1CCN(Cc2ccccc2)CC1	8%	-1%	18%[38.3 µM]	17%	-0.7%	10%	-4%[46.1 µM]
O=C(Cn1ncc2c3ccccc3n(Cc3cccc(Cl)c3)c2c1=O)N1CCC2(CC1)OCCO2	u	5%	-6%[38.3 µM]	-12%	0.1%	u	-21%[46.1 µM]
CN1C[C@@H](CS(=O)(=O)N(C)C)C[C@@H]2c3cccc4c3c(cn4C)C[C@H]21	8%	-3%	1%	-12%	-0.2%	u	-11%[46.1 µM]
Cc1cc(C)n2nc(C)[n+](C)c2n1	-7%	3%	-8%[38.3 µM]	1%	-2.3%	8%	7%[46.1 µM]
CC12CN3C(O)C(C)(C1)CC(C)(C2)C3O (stereo not given)	8%	-3%	-3%[38.3 µM]	1%	1.1%	u	10%[46.1 µM]
C=C(C)CSc1nnc([C@@H](N)Cc2c[nH]c3ccccc23)o1	0%	0%	5%[38.3 µM]	-4%	-1.0%	1%	-6%[46.1 µM]
CCOP(=O)(Cc1cc(C#N)oc1C)OCC	3%	2%	-1%	1%	-5.0%	-5%	-2%
C[C@]12N[C@H](Cc3ccccc31)c1ccccc12	-11%&3%	-5%	19%	-10%&9%	-2.3%	u	-24%[46.1 µM]
N#CCCn1cc(C(=O)Nc2ccc(F)cc2)c(-c2ccc([N+](=O)[O-])cc2)n1	-4%	-2%	8%	-3%	2.3%	u	12%
Clc1ccc(COC(Cn2ccnc2)c2ccc(Cl)cc2Cl)c(Cl)c1 (stereo not given)	-15%	0%	17%&26%&4%	u	5.5%	u	u
Cc1cc(N2C(=O)CC(N3CCC(n4c(=O)[nH]c5ccccc54)CC3)C2=O)no1 (stereo not given)	15%	1%	15%[38.3 µM]	18%	-1.0%	1%	1%[46.1 µM]
O=C(CCl)c1ccc(Cl)cc1Cl	2%	x	22%	25%[21.7 µM]	x	x	x
O=P(NS(=O)(=O)c1ccc(Cl)cc1)(Oc1ccccc1)Oc1ccccc1	0%	2%	7%	-3%	-0.8%	-2%	-3%[46.1 µM]
Nc1cc(N2CCNCC2)ccc1[N+](=O)[O-]	-2%	2%	4%	-10%	-1.1%	0%	8%
CC12CN3CC(C)(CN(C1)P3(=O)Oc1ccccc1)C2=O (stereo not given)	-5%	-4%	1%[38.3 µM]	12%	-0.7%	6%	13%[46.1 µM]
O=[N+]([O-])c1cc2c(cc1CNCCc1ccc3c(c1)OCO3)OCO2	1%	0%	4%	0%	-1.1%	-10%	4%
O=C(c1cccs1)C1CN2CCC1CC2 (stereo not given)	-18%	2%	13%[38.3 µM]	13%	0.0%	1%	-2%[46.1 µM]
CCNC(=O)[C@@H]1O[C@@H](n2cnc3c(N)ncnc32)[C@H](O)[C@H]1O	-1%	-1%	2%	-5%[21.7 µM]	2.6%	x	x
ClCC(Br)CBr (stereo not given)	3%	x	2%	2%[21.7 µM]	x	x	x
CC(=NCCO)c1c(O)n(C)c(=O)n(C)c1=O	-26%	-1%	5%[38.3 µM]	2%	3.1%	13%	10%[7.67 µM]
NCCc1c[nH]c2ccc(C(N)=O)cc12	-10%&-4%&8%	0%&-1%	5%&-5%&0%	4%	0.0%&1.1%&3.0%	u	17%[46.1 µM]
CCOC(=O)C1=C(C)c2ccccc2OC1(C(=O)OCC)c1ccccc1 (stereo not given)	u	3%[39.9 µM]	18%	19%[89.1 µM]	4.0%	x	x
O=C(Cn1cc(C(=O)c2ccccc2F)c2ccccc21)NCc1ccco1	-24%	2%	8.9µM*	-1%	2.0%	16%	u
CC(=O)Nc1nnc(CCN(CCc2nnc(NC(C)=O)s2)[N+](=O)[O-])s1	-4%	x	x	12%	3.1%	x	0%
O=C(NCC(c1cccnc1)N1CCOCC1)Oc1ccccc1 (stereo not given)	16%	-1%	4%	4%	-1.0%	4%	7%
Clc1ccc(C2CC3CCC2N3)cn1 (stereo not given)	-5%&-14%&0%	1%[39.9 µM]	15%&23%&12%	9%&26%&19%	-3.4%&1.1%&5.1%	x	x
CC12CCC3C(CCC4C/C(=N/O)CCC43C)C1CCC2O (stereo not given)	-9%	-1%	3%	0%	2.1%	u	-1%
CC1=C(O)C(=O)C=C2C1=CC=C1[C@]2(C)CC[C@@]2(C)C3C[C@](C)(C(=O)O)CC[C@@]3(C)CC[C@@]12C (stereo not given in full)	-5%	-2%	31%[activator]	15%	-1.3%	x	x
CCc1ccc(NP(=O)(Oc2ccccc2F)Oc2ccccc2F)cc1	11%	-2%	11%	3%	0.0%	u	u
CCCCCn1c(Sc2ccccc2)nc2c1c(=O)[nH]c(=O)n2C	-5%	1%	34%[activator][38.3 µM]	8%	-0.8%	-1%	-23%[46.1 µM]
COC(=O)C(=O)N1CC2(C)CNCC(C)(C1)C2=O	1%	-2%	2%	6%	0.1%	-8%[46 µM]	-10%
Cc1cc(Cl)ccc1O	2%	x	9%	6%[21.7 µM]	x	x	x

# 4 compounds drawn at random from those above:
structure	GLA spleen mod	Luc counter	IMPase Li inh	CBFb-RUNX1 inh	Epigenetic reg	Lamin A splicing	NPSR antagonist
COC(=O)C(=O)N1CC2(C)CNCC(C)(C1)C2=O	1%	-2%	2%	6%	0.1%	-8%[46 µM]	-10%
CCc1ccc(NP(=O)(Oc2ccccc2F)Oc2ccccc2F)cc1	11%	-2%	11%	3%	0.0%	u	u
Cc1cc(Cl)ccc1O	2%	x	9%	6%[21.7 µM]	x	x	x
CC(=NCCO)c1c(O)n(C)c(=O)n(C)c1=O	-26%	-1%	5%[38.3 µM]	2%	3.1%	13%	10%[7.67 µM]

# By substructure, the compounds so far with a cyano group
structure	GLA spleen mod	Luc counter	IMPase Li inh	CBFb-RUNX1 inh	Epigenetic reg	Lamin A splicing	NPSR antagonist
CCC(=O)c1cn(Cc2ccccc2C#N)c2ccccc12	12%	-2%	0%[38.3 µM]	0%	-0.9%	-2%	-11%[46.1 µM]
CCOP(=O)(Cc1cc(C#N)oc1C)OCC	3%	2%	-1%	1%	-5.0%	-5%	-2%
N#CCCn1cc(C(=O)Nc2ccc(F)cc2)c(-c2ccc([N+](=O)[O-])cc2)n1	-4%	-2%	8%	-3%	2.3%	u	12%

# Screening data deposited in PubChem BioAssay by National Center for Advancing Translational Sciences (NCATS).
